CSN inh = inhibitors of human CSN-mediated cullin deneddylation. inhibition, % at 12.5 µM. 360,000 tested, 0.38% active. Purified CSN, SCF-Nedd8-OG deneddylation, fluorescence polarization. Q92905;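 active = pattern-corrected inhibition above about 35%, with an unprinted fluorescence ratio check between 0.5 and 1.5, limit read from the data, passing the limit was not always enough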;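 also: 0% = enzyme with substrate and 100% = substrate without enzyme; some results filed as inactive read as strong as hits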
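Test system: Human Csn5 produced in HEK293T cells | Compound: 12.5 µM single point | Times: 90 min, room temperature | Signal: Fluorescence polarization readout | Read-out basis: % inhibition of substrate cleavage by Csn5 | Controls: no-enzyme wells high, enzyme-with-substrate wells low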
Rpn11 inh = blocks the human proteasome subunit Rpn11 | human 26S proteasome, Ub4-pepOG fluorescence polarization; 20S core pre-blocked with epoxomicin | calls only at 20 µM | 360,000 tested, 0.59% active;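 active = inhibition at 20 µM, scaled to each plate's controls, above about 33%, limit read from the data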
Neddylation inh = inhibitors of human cullin neddylation. 360,000 tested, 0.58% active. TR-FRET cullin neddylation, biochemical. calls only at 25 µM. P61081+Q13564; in the data active = inhibition above about 36%
PABP1 MLLE inh = inhibitors of microRNA-mediated deadenylation, human PABP1 MLLE binding | P11940 | GST-MLLE / FITC-PAM2 fluorescence polarization | inhibition, % at 20 µM | 360,000 tested, 0.36% active; in the data active = inhibition above about 35%, passing the limit was not always enough;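 also: plate controls were DMSO wells with GST-MLLE for no effect and wells lacking GST-MLLE protein for full effect; some results filed as inactive read as strong as hits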
Rin1-Abl PPI inh = inhibitors of human Rin1-Abl protein interaction; 360,000 tested, 0.4% active; AID 588664; P00519+Q13671; TR-FRET Rin1/Abl binding, biochemical; inhibition, % at 7.35 µM; in the data active = inhibition above about 5%, passing the limit was not always enough
NadD inh = NadD (S. aureus) enzyme inhibition. purified NadD enzyme, colorimetric absorbance read-out. inhibition, % at 20 µM. 360,000 tested, 0.78% active; in the data active = inhibition above about 26%; also: some compounds past the cut are filed as inactive
FAS TE block = blocks the thioesterase domain of human fatty acid synthase. 360,000 tested, 0.67% active. inhibition, % at 15 µM. recombinant FAS-TE, OMFH fluorogenic substrate, fluorescence endpoint;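 active = compounds whose normalised, plate-corrected inhibition of enzyme fluorescence in the single-dose primary screen is 50% or more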;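 also: 0% = DMSO with enzyme and 100% = substrate without enzyme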
MT1-MMP act inh = blocks activation of human MT1-MMP | P50281 | HT1080 RFP-PRO-GFP cells, GFP/RFP ratio fluorescence, overnight; percent of plate control window, DMSO zero | GFP/RFP ratio change, % at 20 µM | 360,000 tested, 0.061% active;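 active = GFP/RFP ratio change of at least 30% with cell ATP level not reduced by more than half and red fluorescence within 50% of control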; also: strong numbers were not always called active
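system = RFP-PRO-GFP reporter HT1080 cells | dosing = 20 µM single dose, 1% DMSO | timing = overnight cell settling, then overnight compound exposure, 37 °C, 5% CO2 | read-out basis = GFP/RFP fluorescence ratio | controls = DMSO and RFP-L50D-GFP cell wells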
SKN-1 inh = blocks SKN-1 activity in C. elegans. C. elegans VP596 Pgst-4::GFP/RFP ratio, acrylamide-induced, 24 h. 360,000 tested, 0.49% active. inhibition, % at 21.8 µM;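 active = interference check ratio from 0.5 to 1.5 plus GFP to RFP signal ratio inhibition reaching or exceeding a fixed threshold, cut at about 30% in these data, passing the limit was not always enough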; also: some compounds called inactive have numbers as strong as hits
* marks the source's active call; other numbers are inactive results; i = inactive; · = no result given; + = active, no number.

Compound	CSN inh	Rpn11 inh	Neddylation inh	PABP1 MLLE inh	Rin1-Abl PPI inh	NadD inh	FAS TE block	MT1-MMP act inh	SKN-1 inh
CC1(C)SC2C(C(=O)O)N=C(Cc3ccccc3)N2C1C(=O)O (stereo not drawn)	0	i	i	6	2	7	-4	-4	-19
Cc1ccccc1C(OCC(O)CN1CCN(CCO)CC1)c1ccccc1 (stereo not drawn)	4	i	i	-3	3	-19	-6	-3	2
Cc1ccc2oc(-c3ccco3)cc(=O)c2c1	4	i	+	-7	-7	-4	2	-2	28
CC[C@@]1(C(=O)OC)N[C@H](CN(C)C(=O)Nc2ccc(C(F)(F)F)cc2)[C@@H]2C(=O)N(C)C(=O)[C@@H]21	0	i	i	-22	0	3	-12	2	-9
COc1ccc(CCN2C(=O)COc3ccccc3C2C(=O)Nc2c(C)cccc2C)cc1OC (stereo not drawn)	0	·	i	·	·	2	-9	3	1
Cc1ccc(S(=O)(=O)N2CCCC2C(=O)OCc2nc3sc(C)c(C)c3c(=O)[nH]2)cc1 (stereo not drawn)	-1	i	i	-3	0	-1	8	3	-5
Nc1nc2ccccc2n1/N=C/c1ccc([N+](=O)[O-])s1	-2	i	i	-1	-7	1	-7	-1	8
CC(=NNC(=O)CCC(=O)Nc1ccccc1Cl)c1ccco1	-1	i	i	5	0	-1	-11	-3	9
CCOc1ccc(N2CSC(=S)N(c3ccc(OCC)cc3)C2)cc1	1	i	i	1	1	-5	-6	2	5
Cc1cccc2c1NC(=O)C21OCC(CO)([N+](=O)[O-])CO1 (stereo not drawn)	0	i	i	-4	-1	-6	-4	1	-1
CC1CCCC(C(=O)O)N1C(=O)CCSSCCC(=O)N1C(C)CCCC1C(=O)O (stereo not drawn)	-4	i	i	3	3	-6	-5	0	8
CCn1ncc(Br)c1C(=O)Nc1cccc(F)c1	-14	i	i	-8	-1	-7	0	-2	12
COc1ccc(CN2C(=O)CCC2(C)c2nnnn2-c2ccc3c(c2)OCCO3)cc1OC (stereo not drawn)	-2	·	i	·	·	-1	-8	5	1
CC(C)CC(NC(=O)c1ccco1)C(=O)Nc1ccc2c(c1)OCCO2 (stereo not drawn)	-1	i	i	-3	-3	-4	-6	1	-5
COc1ccccc1-n1nnnc1S(=O)(=O)Cc1ccc(Cl)cc1	-1	i	i	-7	0	-8	24	-9	6
CCN(CC)C(=O)OCc1c(-c2ccccc2)ncc2ccccc12	-1	i	i	-3	1	-1	7	2	10
COc1ccc(N(CC(=O)N2CCN(Cc3ccccc3)CC2)S(C)(=O)=O)cc1Cl	-1	i	i	7	-3	-1	-4	10	9
Cc1cccc(C)c1NC(=O)COC(=O)c1nonc1N	2	i	i	4	-10	2	-6	0	8
CCN1CCN(C(=S)Nc2ccc(Cl)cc2)CC1	2	i	i	-27	-2	-3	0	6	-1
Cc1nc2c(OCc3ccc(Cl)cc3)cccn2c1N(C)C(=O)CCC1CCCC1	1	i	i	5	0	4	22	4	3
CC(=O)c1ccc(S(=O)(=O)N(C)CC(=O)N2CCCCCC2)cc1	-2	i	i	3	2	-1	-2	-1	4
COc1ccc(CN2CCC[C@]3(N[C@H](c4ccc(OC)cc4)[C@@H]4C(=O)N(C)C(=O)[C@@H]43)C2=O)cc1	0	i	i	2	2	7	-11	-2	-21
O=c1[nH]c(Nc2ccccn2)cc2ccccc12	14	i	·	17	1	-3	18	12	14
CCCCNC(=O)C1(C)CCN1C(=O)c1ccncc1 (stereo not drawn)	-8	i	i	-3	-2	1	-5	4	7
NCCCC(=O)N1c2ccccc2Sc2ccc(Cl)cc21	-5	i	i	-16	1	-5	-12	-5	0
CC(=O)Nc1ccc(N=NN2CCOCC2)cc1	-8	i	i	14	3	6	-2	3	3
O=C(O)C1CCN(Cc2cccnc2)CC1	-8	i	i	6	-1	-4	-2	-2	11
C[N+](C)(C)C(Cc1ccccc1)C(=O)[O-] (stereo not drawn)	0	i	i	6	-4	1	-4	1	3
O=C(C[n+]1cccc2ccccc21)c1ccc(Br)cc1	5	·	i	-7	-3	0	-4	-37	8
CN(C)/C=C1\C(=O)N(c2ccc(Oc3ccccc3)cc2)CS1=O (stereo not drawn)	-1	i	i	29	1	9	-9	2	-21
Cn1c(CCN2CCCCC2)nc2cc(NC(=O)C3CCCCC3)ccc21	-4	i	i	-11	-5	-4	-3	-3	-2
C=CC[C@H](CC(=O)N[C@H](CO)Cc1ccccc1)C(=O)N[C@H](COC(=O)[C@@H](CC=C)Cc1ccc(F)cc1)Cc1c[nH]c2ccccc12	-1	i	i	1	3	-9	5	-3	-2
CCOc1ccccc1NC(=O)C1CC(=O)n2ncnc2N1 (stereo not drawn)	-3	i	i	-2	-5	-2	-8	4	1
O=C(N/N=C/c1ccc([N+](=O)[O-])cc1)c1cccc(N2CCCC2=O)c1	3	i	i	5	-2	-6	6	0	10
O=C(c1ccc(OC2CCN(Cc3cccc(OCCO)c3)CC2)cc1)N1CCCC1	4	i	i	-10	5	-7	-5	-2	9
Cc1ccsc1CN(C)C(=O)CN1C(=O)NC(c2ccccc2)(c2ccccc2)C1=O	1	i	i	-9	1	-6	15	-4	1
CC1CCCN(S(=O)(=O)c2ccc(C(=O)Nc3nnc(-c4ccncc4)o3)cc2)C1 (stereo not drawn)	-3	i	i	-7	-2	10	-1	-12	8
Cc1ccc(N2CCN(C(=O)C3CCCN(c4ncnc5c4nc4n5CCCCC4)C3)CC2)c(C)c1 (stereo not drawn)	-1	i	i	-9	4	-7	20	4	1
O=C(Cn1c(-c2cscn2)nc2ccccc21)Nc1ccc2ccccc2c1	11	i	i	-16	4	26	3	5	-4
O=C(C1CCCN1C(=O)c1cccs1)N1CCN(Cc2ccc3c(c2)OCO3)CC1 (stereo not drawn)	1	i	i	6	1	-2	-6	3	-13
Cc1ccc(-c2cc(C(=O)Nc3ccc(S(=O)(=O)Nc4onc(C)c4C)cc3)[nH]n2)c(O)c1	4	i	i	3	0	4	-1	-1	-4
COc1ccccc1CNS(=O)(=O)c1ccc2c(c1)N(C(C)=O)CC(C)S2 (stereo not drawn)	2	i	i	-2	3	-3	-2	2	2
O=C(Cn1cnc([N+](=O)[O-])n1)N/N=C/c1ccc(O)cc1O	-3	i	i	-10	-3	-2	-2	0	10
COc1ccc(Br)cc1S(=O)(=O)Nc1cccc(C)n1	-4	i	i	13	-1	-7	-3	-1	0
COc1cc(/C=N/OCC(=O)Nc2ccc(OC(F)F)cc2)ccc1OCc1ccccc1	22	·	i	-57	1	-11	32	-14	2
CC(=O)Nc1ccc(C(=O)NCCN2CCOCC2)cc1	-3	i	i	5	4	-3	-6	3	-15
Cc1ccc(-c2nnc(Nc3ccc(O)cc3)c3ccccc23)cc1S(=O)(=O)NCCO	-1	i	i	-2	-3	-5	2	0	12
O=C(NCCc1ccccc1)C(=O)NCc1ccncc1	-3	i	i	4	3	-7	-9	2	-10
Cc1ccc2nc(N3C(=O)CNC3=S)sc2c1	4	i	i	-10	5	-5	-11	5	3
CCOc1cccc(C(=O)NC(=S)Nc2cccc(NC(=O)c3ccccc3Cl)c2)c1	2	i	i	24	0	6	28	8	7

Single records, from the list above.
`CC1(C)SC2C(C(=O)O)N=C(Cc3ccccc3)N2C1C(=O)O` (stereo not drawn) is entered as CSN inh: 0; Rpn11 inh: i; Neddylation inh: i; PABP1 MLLE inh: 6; Rin1-Abl PPI inh: 2; NadD inh: 7; FAS TE block: -4; MT1-MMP act inh: -4; SKN-1 inh: -19
`CC1CCCC(C(=O)O)N1C(=O)CCSSCCC(=O)N1C(C)CCCC1C(=O)O` (stereo not drawn) is entered as CSN inh: -4; Rpn11 inh: i; Neddylation inh: i; PABP1 MLLE inh: 3; Rin1-Abl PPI inh: 3; NadD inh: -6; FAS TE block: -5; MT1-MMP act inh: 0; SKN-1 inh: 8

Additional results
Compound	CSN inh	Rpn11 inh	Neddylation inh	PABP1 MLLE inh	Rin1-Abl PPI inh	NadD inh	FAS TE block	MT1-MMP act inh	SKN-1 inh
CC(=O)Nc1ccc(Nc2ccc([N+](=O)[O-])cn2)cc1	2	i	i	-6	-7	-8	22	5	22
CC(NS(=O)(=O)c1ccc(F)cc1)C(c1cccs1)N1CCOCC1 (stereo not drawn)	3	i	i	-12	0	2	-5	9	-19
O=C(COC(=O)c1ccncc1)c1ccc(Cl)c(Cl)c1	-5	i	i	-2	0	2	-2	-8	0
NC(=O)C1=C[C@H](c2coc3ccccc3c2=O)C[C@H](OCCCCO)O1	-1	i	i	-7	1	-1	-10	3	-3
O=C(NCCCN1CCCCC1)C1(S(=O)(=O)c2ccc(Cl)cc2)CC1	1	i	i	-7	-1	-2	-8	-1	15
Nc1ccc(N2CCOCC2)cc1C(F)(F)F	-3	i	i	0	-3	-6	-2	-1	6
CCn1c(C)nc2cc(N)ccc21	-2	i	i	5	0	-5	-7	3	-4
CCCCn1c(N)c(N(CC(C)C)C(=O)CCCc2nc3ccccc3s2)c(=O)[nH]c1=O	-2	i	i	-11	5	-3	-5	0	-9
O=C(COC(=O)c1cc(-c2ccco2)nc2ccccc12)NCc1ccccc1	6	i	i	27	-1	46*	1	-9	9
CN=C(c1ccc([N+](=O)[O-])cc1)N1CCCCC1	-4	i	i	8	4	-3	-13	-3	8
CCCc1nc(SCC(=O)NCc2ccco2)c2c(=O)n(C)c(=O)n(C)c2n1	-5	i	i	-2	-6	2	-6	-3	-1
CCOC(=O)CN1CC23C=CC(O2)C(C(=O)NC2CCCCC2)C3C1=O (stereo not drawn)	-5	i	i	4	0	1	-5	-1	5
Cc1ccc(OCC(=O)N/N=C\c2cccs2)c([N+](=O)[O-])c1	-2	i	i	5	-1	-2	8	3	6
CN(CC(=O)Nc1ccccc1Br)C(=O)c1ccc2c(=O)n3c(nc2c1)CCC3	-2	i	i	-1	-1	3	-7	0	-2
Cc1ccc(OCc2nnc(SCC(=O)C(C)(C)C)n2Cc2ccco2)cc1	1	i	i	-140	-3	3	11	-3	-11
O=C(/C=C/c1ccc2ccccc2n1)N1CCN(S(=O)(=O)c2ccccc2F)CC1	0	i	i	-26	-1	-4	8	-16	-3
COc1ccc(CCN(C)C(=O)COc2ccc(N(C)S(=O)(=O)c3ccc(C)cc3)cc2)cc1OC	4	i	i	-1	0	0	1	5	-5
COc1cc(C(=O)Nc2nc(N)n(-c3ccccc3)n2)cc(OC)c1OC	0	i	i	1	0	5	-6	-1	-2
COc1ccc(CCNC(=O)c2cc(S(=O)(=O)N3CCCCC3)ccc2Cl)cc1	-4	i	i	10	-1	1	5	2	10
CC(C)(C)c1ccc(NC(=O)c2ccsc2)cc1	3	i	i	2	-1	-5	8	7	0
N#CCC(=O)N/N=C/c1cn(Cc2ccc(Cl)c(Cl)c2)c2ccccc12	6	i	i	-50	5	11	-2	0	0
COCCCNC(=O)[C@H](CSCc1ccccc1)N1Cc2ccccc2C1=O	-5	i	i	7	2	-5	-4	1	-11
CCOC(=O)c1ccc(NC(=O)CCS(=O)(=O)c2cccc3nonc23)cc1	4	i	i	-3	-4	-1	0	-5	5
Cc1cccc(NC(=O)CSCC(=O)Nc2cccc(S(=O)(=O)N3CCCCCC3)c2)c1	2	i	i	-48	2	1	18	-3	10
CCOc1cc(C(=O)N2CCC3(CC2)NCCc2[nH]cnc23)cc(OCC)c1OCC	2	i	i	-2	1	-7	-8	1	-2

Source: PubChem BioAssay (several laboratories)
